# From PubChem
# GPR55 activation = selective activators of receptor GPR55 – imaging, U2OS cells, beta-arrestin-GFP redistribution, primary screen (AID 1961); U2OS GPR55 beta-arrestin-GFP redistribution imaging; higher % means a stronger effect; activation, % at 10 µM; hits with a dose series show EC50 in µM; 290,000 tested, 0.048% active;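 active means activation above 40% with more than 50 cells counted in the well; inconclusive means wells holding fewer than 50 cells, flagged as toxic or sparse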;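 further: U2OS osteosarcoma cells stably expressing GPR55 and beta-arrestin-GFP; plate controls were DMSO negative control for no effect and LPI positive control for full effect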
# GPR35 antagonists = GPR35 antagonists blocking zaprinast-driven arrestin recruitment, primary screen, imaging, U2OS, beta-arrestin-GFP, zaprinast agonist (AID 2058); U2OS GPR35 beta-arrestin-GFP translocation imaging, zaprinast antagonism; higher % means a stronger effect; inhibition, % at 10 µM; hits with a dose series show IC50 in µM; 290,000 tested, 0.052% active;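 active means inhibition of at least 50% with at least 30 cells and total cytoplasm GFP at most 10,000,000; inconclusive means under 30 cells or total GFP of 10,000,000 plus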
# AID2073 = inhibitors of Mint1-CaV2.2 protein interaction, biochemical, HTRF (AID 2073). HTRF protein-protein interaction, Mint1-CaV2.2; higher % means a stronger effect. one-dose inhibition, % at 20 µM; IC50 in µM for titrated hits. 290,000 tested, 0.19% active; in the data active means inhibition mostly above about 51%, no sharp cut-off; inconclusive means no clear call, values can overlap the other calls; inactive means mostly below about 53%; further: some results filed as inactive read as strong as hits
# Rac1 GTP hydrolysis = MgcRacGAP GTPase-activating activity inhibitors, confirmation, biochemical, ADP Hunter fluorescence. 340,000 tested, 0.6% active. inhibition, % at 30 µM, or IC50 in µM where a hit was titrated. MgcRacGAP-stimulated Rac1 GTP hydrolysis, ADP Hunter fluorescence; higher % means a stronger effect; GST-tagged Rac1 F28L mutant substrate. AID 624330;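 active means first-screen hits whose inhibition reached a set limit at any dose in the follow-up dose series; inconclusive means inhibition above the set first-screen limit but never retested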;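 further: fluorescence reports GDP produced by GAP-driven GTP hydrolysis; strong numbers were not always called active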
# NS5 inhibitors = Dengue-2 NS5 methyltransferase inhibitors, primary screen, biochemical, confirmation dose response (AID 588689) | inhibition, % at 25 µM, or IC50 in µM where a hit was titrated | 340,000 tested, 0.3% active | Dengue-2 NS5 methyltransferase capping enzyme assay, biochemical; higher % means a stronger effect; in the data active means a potency from the dose series; inconclusive means inhibition above about 29% without an active follow-up result
# NTR1 ag = NTR1-driven beta-arrestin-GFP spot formation – imaging, U2OS cells, high content, primary screen (AID 493036); 330,000 tested, 0.17% active; agonist mode; P30989; activation, % at 20 µM;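 active means activation at or above 40% of the spot to cytoplasm intensity ratio, with at least 20 cells analyzed; inconclusive means wells under 20 cells, flagged as cytotoxic or low count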;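 further: 0% = DMSO without peptide and 100% = 100 nM NTR1 peptide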
# Target sequence (P30989 whole entry, looked up): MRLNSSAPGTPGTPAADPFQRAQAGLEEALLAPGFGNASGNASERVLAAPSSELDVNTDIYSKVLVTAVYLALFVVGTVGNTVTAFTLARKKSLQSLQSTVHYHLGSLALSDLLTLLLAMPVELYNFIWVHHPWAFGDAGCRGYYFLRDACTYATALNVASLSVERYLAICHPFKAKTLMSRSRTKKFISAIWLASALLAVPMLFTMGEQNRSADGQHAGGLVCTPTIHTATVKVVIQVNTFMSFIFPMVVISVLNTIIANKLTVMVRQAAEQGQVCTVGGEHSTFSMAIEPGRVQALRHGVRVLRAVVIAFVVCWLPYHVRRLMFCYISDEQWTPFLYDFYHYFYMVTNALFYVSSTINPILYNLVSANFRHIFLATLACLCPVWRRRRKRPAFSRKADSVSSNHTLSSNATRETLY
# SV40 large T antigen = SV40 large T antigen inhibitors, biochemical (AID 1903); SV40 large T antigen ATPase/helicase inhibition assay; higher % means a stronger effect; one-dose inhibition, % at 20 µM; IC50 in µM for titrated hits; 310,000 tested, 0.39% active; in the data active means a potency from the dose series; inconclusive means inhibition mostly from about 32% at the one dose, without a potency; inactive means the rest, 99 in 100 with inhibition below about 32%; further: strong numbers were not always called active
# Yfh1-depleted yeast = enhancers of respiration in Yfh1-depleted yeast, dose response, Friedreich's ataxia, plus single-dose screen (AID 1465); S. cerevisiae Yfh1-off respiration, WST-1 reduction, 72 h; higher fold induction means a stronger effect; one-dose fold induction at 50 µM; EC50 in µM for titrated hits; 220,000 tested, 0.074% active;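 active means fold induction of absorbance versus untreated yeast above a set limit, then at least 30% activation at any dose in follow-up; inconclusive means repeats straddling the limit, or above it without dose testing; inactive means fold induction below the set limit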;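 further: activators that raise dye reduction in frataxin-depleted yeast; strong numbers were not always called active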
# GPR55 antagonists = inhibition of LPI-stimulated GPR55 beta-arrestin translocation – imaging, U2OS, beta-arrestin-GFP, LPI agonist, primary screen (AID 2013). U2OS GPR55 beta-arrestin-GFP translocation imaging, LPI antagonism; higher % means a stronger effect. one-dose inhibition, % at 10 µM; IC50 in µM for titrated hits. 290,000 tested, 0.13% active;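 active means spots per cell inhibited over 60%, with over 100 cells counted and total cytoplasm intensity under 500,000; inconclusive means wells with under 100 cells, flagged as likely toxic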;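 further: U2OS cells stably carrying GPR55 and arrestin-GFP stimulated by 5 µM LPI near EC80; imaged beta-arrestin-GFP aggregate spots per cell after agonist stimulation; plate controls were LPI-stimulated DMSO wells for no effect and DMSO wells without LPI for full effect; some results filed as inactive read as strong as hits; confirmed hits need IC50 under 10 µM and bright autofluorescent wells are also inconclusive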
# NTR1 ag cell count 20 µM = also measured in NTR1 ag; calls as there; cell count; measured here: cell count, cytotoxicity flag
# NS5 inhibitors pilot replicate = further read-out of NS5 inhibitors, marked with its call; inhibition, %; measured here: pilot screen replicate inhibition
# * hit, by the source's call; i = inactive; ? = inconclusive; . = no result given. Not a hit list (roughly 1.7% active in at least one column).
SMILES,GPR55 activation,GPR35 antagonists,AID2073,Rac1 GTP hydrolysis,NS5 inhibitors,NTR1 ag,NTR1 ag cell count 20 µM,SV40 large T antigen,Yfh1-depleted yeast,GPR55 antagonists,others
CCCN(CCC)C(=O)Cn1c(=O)n(CCCCC(=O)NCc2ccco2)c(=O)c2ccccc21,-0.1%,0%,3%,17%,.,0.8,60,3%,i,8%,
Cc1ccc(S(=O)(=O)/N=C2\CN(C)C(=O)N2C)cc1,-0.2%,2%,4%,-12%,-4%,0.9,46,22%,i,5%,
COc1cccc(C(=O)Nc2ccc3c(c2)C(=O)c2ccccc2C3=O)c1,-0.2%,5%,49%,7%,4%,-2.4,69,4%,i,8%,
Cc1oc(-c2ccc(Cl)cc2)cc1C(=O)/C(C#N)=C/Nc1ccccc1,-0.2%,5%,0%,8%,-9%,0.4,54,13%,i,5%,
CCn1nnnc1SCC(=O)Nc1cccc(NC(C)=O)c1,-0.2%,20%,-2%,7%,-8%,-1.3,54,1%,i,-4%,NS5 inhibitors pilot replicate=-9.1
CCn1c(SCc2nc3scc(-c4ccccc4)c3c(=O)[nH]2)nnc1-c1ccc(Cl)cc1,0.0%,20%,-1%,-1%,-7%,8.0,56,12%,i,2%,
Cc1ccc(C(=O)Nc2nnc(S(=O)(=O)Nc3ccccc3C)s2)cc1C,-0.1%,9%,22%,7%,4%,2.3,62,9%,.,0%,
O=C(CCCC(=O)N(CC(=O)NC1CCCCC1)Cc1ccco1)Nc1ccccn1,0.3%,4%,9%,8%,-9%,-0.6,29,14%,i,10%,
COc1ccc(CN2CCN(C(=O)C3CC(=O)N(C4CCCCCC4)C3)CC2)c(OC)c1OC (stereo unspecified),-0.3%,13%,-4%,6%,5%,0.1,47,9%,i,10%,
O=C(O)C(Cc1ccc(O)cc1)N1C(=O)c2ccccc2C1=O (stereo unspecified),-0.1%,-10%,7%,9%,-3%,-1.6,86,23%,.,16%,
Cc1cccc(N2CC(c3nc4ccccc4[nH]3)CC2=O)c1 (stereo unspecified),0.2%,-6%,-8%,7%,-8%,-1.1,65,5%,i,8%,
CS(=O)(=O)N1CCc2cc(C(=O)N3CCOCC3)ccc21,-0.2%,5%,3%,2%,1%,0.5,38,2%,i,18%,

# Brought forward from above: two compounds; new compounds follow.
SMILES,GPR55 activation,GPR35 antagonists,AID2073,Rac1 GTP hydrolysis,NS5 inhibitors,NTR1 ag,NTR1 ag cell count 20 µM,SV40 large T antigen,Yfh1-depleted yeast,GPR55 antagonists,others
Cc1cccc(N2CC(c3nc4ccccc4[nH]3)CC2=O)c1 (stereo unspecified),0.2%,-6%,-8%,7%,-8%,-1.1,65,5%,i,8%,
CS(=O)(=O)N1CCc2cc(C(=O)N3CCOCC3)ccc21,-0.2%,5%,3%,2%,1%,0.5,38,2%,i,18%,
O=C(CSCc1ccc(Cl)cc1)N1CCOCC1,0.1%,6%,-8%,-14%,3%,1.3,66,13%,i,7%,
CCCOc1cccc(C(=O)Nc2nnn(CCC)n2)c1,-0.2%,-7%,-3%,3%,2%,0.4,53,9%,i,2%,
CCOc1ccc(CCNC(=O)Cn2nc(C)n3cccc3c2=O)cc1OCC,-0.2%,34%,11%,7%,1%,0.1,57,-5%,.,-2%,
CCCNC(=O)COC(=O)c1ccc(Cl)c(S(=O)(=O)N2CCCC2)c1,-0.2%,0%,-11%,6%,3%,-1.2,72,4%,i,-15%,
CC(=C1C(=O)c2ccccc2C1=O)N1CCN(Cc2ccccc2)CC1,-0.1%,17%,3%,9%,-1%,0.4,37,1%,i,12%,
O=C(NCCCn1ccnc1)c1cccc(S(=O)(=O)Nc2ccc(Br)cc2)c1,.,.,.,-2%,4%,0.4,53,8%,.,.,
CC(=O)c1ccc(NC(=O)Nc2ccc(NS(=O)(=O)c3ccc(C)cc3)cc2)cc1,0.2%,-3%,2%,15%,-2%,4.8,41,11%,i,8%,
Cc1ccc(NC(=O)c2cccc(S(=O)(=O)N(C)C3CCCCC3)c2)nc1,.,.,.,6%,0%,-1.3,63,11%,.,.,
Cc1cc(=O)[nH]c(N/N=C/c2ccc(OC(=O)c3ccco3)cc2)n1,0.2%,0%,-1%,11%,-3%,-1.6,89,13%,i,10%,
COc1ccc(-c2nc3c(c(=O)[nH]c(=O)n3Cc3ccccc3)n2C)cc1,-0.2%,-12%,?,9%,-9%,0.3,44,6%,i,-5%,
Cc1ccc(C(=O)N/N=C\C=C\c2ccc(Br)cc2)cn1,-0.5%,-13%,-8%,-7%,1%,0.4,55,6%,i,5%,
CCc1cc(=O)oc2c3c(cc(OCC(=O)NCc4ccco4)c12)OC(C)(C)CC3,0.2%,4%,28%,3%,-7%,4.8,82,7%,.,11%,
C=CCNc1nc(Cl)nc(NC2CCCCC2)n1,1.4%,4%,6%,12%,-2%,3.7,45,10%,.,-3%,
CCOC(=O)N1CCC(NC(=O)c2ccc(CS(=O)(=O)c3c(Cl)cccc3Cl)o2)CC1,-0.1%,-16%,-1%,2%,1%,4.2,53,9%,i,-10%,
CCOC(=O)C1CCCN(c2c(C(=O)c3ccccc3)cnc3ccccc23)C1 (stereo unspecified),0.5%,-22%,10%,6%,0%,1.5,81,15%,i,10%,
CCOC(=O)/C(C)=C1\NC(C)(C)Cc2ccccc21,-0.2%,12%,-10%,3%,-6%,.,.,18%,i,11%,
c1ccc(-c2cc(N3CCOCC3)nc3ccccc23)cc1,-0.2%,0%,-13%,1%,-6%,1.8,55,9%,i,-10%,
CCn1cc(C2=NC(c3ccccc3)CO2)c2ccccc21 (stereo unspecified),-0.2%,-8%,-6%,5%,-5%,-1.3,86,14%,i,6%,
Cn1cccc1C(=O)OCC(=O)NC1CCS(=O)(=O)C1 (stereo unspecified),0.1%,-8%,0%,-1%,-3%,0.5,34,11%,i,-9%,
CCCc1nnc(SCC(=O)NC2CC2)n1CC,-0.4%,10%,8%,2%,4%,-0.7,48,13%,.,-4%,
CC(=O)Nc1nc(-c2ccccc2)ns1,0.7%,-7%,17%,7%,-2%,-1.3,89,4%,i,7%,
c1ccc2c(c1)nc(-c1ccncc1)n1nnnc21,-0.3%,13%,4%,15%,3%,-0.4,43,16%,i,9%,
COc1ccc(CCN2C(=O)N(c3ccc(OC)cc3)C(=O)C2CC(=O)Nc2ccc(OC)cc2)cc1 (stereo unspecified),-0.1%,0%,6%,5%,-5%,1.3,64,10%,i,-4%,
CCCc1cc(=O)n2nc(N3CCC(C(=O)NCc4ccco4)CC3)sc2n1,-0.1%,12%,0%,5%,-9%,-0.8,62,7%,.,-6%,
O=C(NCc1ccco1)C(c1ccncc1)N(CCC1=CCCCC1)C(=O)Cn1nnc2ccccc21 (stereo unspecified),0.2%,-5%,-5%,9%,-7%,0.5,57,12%,i,2%,
CCCn1c(N2CCN(CC(=O)c3c[nH]c4ccccc34)CC2)nc2c1c(=O)[nH]c(=O)n2C,-0.2%,-3%,11%,4%,10%,-1.0,64,22%,i,1%,
OCCC1CN(CC2CCCCC2)CCN1C1CCCC1 (stereo unspecified),2.5%,-2%,4%,6%,-5%,0.8,49,23%,.,9%,
Cc1cc(NC(=O)CS(=O)(=O)c2ccc(Cl)cc2)no1,-0.1%,2%,0%,4%,-14%,0.1,65,2%,.,-1%,
CCOC(=O)c1[nH]c2ccc(OC)cc2c1NC(=O)CN1CCc2ccccc2C1,0.2%,13%,12%,7%,-7%,10,56,0%,i,6%,
Cc1ccc(/C=N/NC(=O)CNC(=O)COc2ccccc2)cc1,-0.1%,5%,13%,5%,-1%,2.8,49,0%,i,2%,
O=C(NCC1CCCO1)c1nn2cccnc2c1Cl (stereo unspecified),-0.1%,9%,3%,8%,-7%,-0.2,47,1%,i,-4%,
O=C(CCc1nc2ccccc2c(=O)[nH]1)NNC(=O)c1ccc(Cl)cc1,.,.,.,-3%,1%,0.3,55,7%,.,.,
CCOC(=O)N1CCN(C(=O)C2CCN(S(=O)(=O)CC)CC2)CC1,0.0%,-3%,3%,0%,-3%,-1.8,41,-1%,i,19%,
CC(C)(C)C(=O)NNc1nc(-c2ccccc2)c2cc(Br)ccc2n1,-0.1%,-7%,-4%,3%,-3%,4.6,57,7%,i,3%,
CCCCN(CC)CCCNC(=O)c1ccc(CSc2nc3ccncc3[nH]2)cc1,-0.2%,-18%,3%,12%,2%,1.2,89,10%,i,-6%,
O=C1OCc2ccc(NS(=O)(=O)c3ccc(C(F)(F)F)cc3)cc21,0.0%,-5%,10%,.,.,1.1,64,-1%,i,2%,
COc1ccc(C(C)=O)cc1COC(=O)CCNS(=O)(=O)c1ccc(C)cc1,.,.,.,4%,-1%,1.0,77,7%,.,.,
CCN(CC)c1ccc(/C=N/NC(=O)c2ccc3nc[nH]c3c2)c(O)c1,0.3%,17%,7%,4%,-7%,2.4,57,37%,i,6%,
CC1CN(C(=O)CSc2nnc3c(Cl)cc(Cl)cn23)CC(C)O1 (stereo unspecified),0.3%,-10%,-10%,6%,5%,0.0,37,2%,i,-9%,
C/C(=C\C(=O)c1c(O)cc(C)oc1=O)N(C)C,-0.5%,0%,15%,.,.,-1.3,84,11%,.,3%,
CCOc1ccc2nc(N3CCCC(C(=O)NCCCN4C(C)CCCC4C)C3)sc2c1 (stereo unspecified),0.0%,11%,-1%,9%,-11%,2.1,48,8%,.,4%,
CC(CN(C)Cc1ccccc1)OC(=O)c1cccs1 (stereo unspecified),-0.4%,16%,-2%,9%,-6%,-1.5,74,19%,i,14%,
CSc1nsc(SC)c1NC(=O)N1CCCCC1,-0.1%,10%,-8%,9%,-1%,-1.1,39,-5%,i,4%,
CC(C)COC(=O)n1c(SCC(=O)N(C)C)nc2ccccc21,1.0%,-7%,3%,9%,-2%,2.9,82,2%,i,-14%,
CCCC[C@@H]1C[C@H]1[C@@H](NC(=O)c1cccs1)c1ccc(Cl)cc1,-0.1%,-7%,4%,.,.,-4.2,57,9%,i,0%,
O=C(CNC(=O)c1ccco1)OCC(=O)c1cccc2ccccc12,-0.2%,-23%,8%,9%,2%,-0.2,34,4%,i,12%,
CC1(C)CC(=O)C2=C(C1)Oc1ncn(CCO)c(=N)c1C2c1ccccc1 (stereo unspecified),0.3%,4%,3%,14%,-4%,-0.8,38,3%,i,15%,
